Source: PubChem (several laboratories)
DAGLB inhibitor – blocks human DAGLB lipase activity | Q8NCG7 | hit rate 0.059% among 340,000 | AID 504411 | inhibition, % at 5.17 µM | HEK293T DAGLB membrane lysate, EnzChek fluorogenic substrate; in the data active means inhibition above about 34%;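 further: 0% = enzyme with vehicle and 100% = wells lacking enzyme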
cardiac RTF act – cardiac RTF calcium sensitization; P19429+P45379; IANBD-labeled TnC RTF fluorescence at EC20 calcium; 0% EC20 calcium, 100% full calcium; activation, % at 7.2 µM; hit rate 0.24% among 340,000;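 active means activation above the mean over all tested compounds plus 3 SD, cut at about 30% in these data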;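 further: rise in fluorescence read as greater calcium sensitivity of cardiac thin filaments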
Rtt109 Vps75 – inhibitors of Candida albicans Rtt109/Vps75 histone acetyltransferase | Q5AAJ8 | purified Rtt109/Vps75, ThioGlo CoA-SH fluorescence, 4 h | inhibition, % at 34.9 µM | hit rate 0.16% among 330,000 | AID 540336;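 active means inhibition of at least 50% in every replicate; inconclusive means best replicate reaches 50% inhibition but some replicates fall short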
Target sequence (Q5AAJ8 whole entry, looked up): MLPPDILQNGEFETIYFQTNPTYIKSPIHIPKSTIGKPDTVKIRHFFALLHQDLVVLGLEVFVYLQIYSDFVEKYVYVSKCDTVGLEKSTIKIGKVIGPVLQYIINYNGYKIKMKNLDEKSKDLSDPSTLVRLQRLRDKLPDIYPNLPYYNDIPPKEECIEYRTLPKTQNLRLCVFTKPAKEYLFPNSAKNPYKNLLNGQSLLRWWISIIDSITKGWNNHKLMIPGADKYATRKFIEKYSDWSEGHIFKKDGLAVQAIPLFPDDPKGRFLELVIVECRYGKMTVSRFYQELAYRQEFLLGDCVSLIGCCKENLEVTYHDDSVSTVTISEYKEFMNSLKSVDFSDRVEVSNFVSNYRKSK
SR-BI DiI-HDL act – activators of SR-BI mediated HDL lipid uptake; CHO ldlA[mSR-BI] cells, DiI-HDL uptake fluorescence, 3 h; 100 = double the neutral-control signal; activation, % at 12.5 µM; hit rate 0.096% among 320,000; AID 504775;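 active means mean replicate activation of at least 60% and every replicate at or above 60%; inconclusive means mean or all-replicate condition met, but not both; inactive means mean below 60% and not all replicates reaching 60%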;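 further: 0% = median plate neutral-control signal and 100% = twice that signal; values of inactives mirror those of a sister screen read the other way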
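Assay system: LDL receptor-deficient CHO ldlA cells overexpressing murine SR-BI / Medium: BSA-supplemented, HEPES-buffered Ham's F12, pH 7.4 / Probe or stimulus: DiI-labelled HDL at 10 µg/mL final / Timing: compound with DiI-HDL co-incubation, 3 h at 37 °C / Technique: bottom-read cell fluorescence after medium removal, ex 550/em 595 nm / Measure: HDL uptake via cellular fluorescence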
CAL PDZ FP-1 – inhibitors of human CAL PDZ peptide binding; inhibition, % at 24.9 µM; purified CAL PDZ, TMR-peptide fluorescence polarization, 1 h; hit rate 0.92% among 300,000; AID 602252;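 active means mean inhibition of at least 30% with at least half of replicates also reaching 30%; inconclusive means no clear call, values can overlap the other calls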;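 further: 0% = DMSO neutral control and 100% = excess unlabeled competitor peptide PRC23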
PKA-R2B activ – activators of human PKA-R2B complex; activation, % at 11.4 µM; PKA-R2B holoenzyme dissociation, Cy5-IP20 fluorescence polarization; R2B truncated from residue 108, S112A mutant; 0% DMSO only, 100% 113 µM cGMP; hit rate 0.079% among 340,000; AID 504700;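 active means activation above a cutoff set at the mean over all compounds plus 3 SD, cut at about 18% in these data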;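 further: higher means more holoenzyme dissociation and a rise in polarization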
Target sequence (P31323 whole entry, looked up, other chains not shown, the tested form may be a part): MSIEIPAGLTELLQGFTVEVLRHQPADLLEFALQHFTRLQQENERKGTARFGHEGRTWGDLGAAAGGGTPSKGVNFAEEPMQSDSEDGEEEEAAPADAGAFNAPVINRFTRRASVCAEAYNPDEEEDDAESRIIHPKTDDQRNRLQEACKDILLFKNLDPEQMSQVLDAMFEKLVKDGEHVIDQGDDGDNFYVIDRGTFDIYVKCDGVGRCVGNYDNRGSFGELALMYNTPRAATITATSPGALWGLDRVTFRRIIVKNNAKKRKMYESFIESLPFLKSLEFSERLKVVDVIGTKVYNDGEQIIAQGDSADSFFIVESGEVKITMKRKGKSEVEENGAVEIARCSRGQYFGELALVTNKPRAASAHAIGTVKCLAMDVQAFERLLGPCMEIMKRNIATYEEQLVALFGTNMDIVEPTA
RTF Ca sens inh – cardiac RTF calcium desensitization; P19429+P45379; IANBD-labeled cardiac RTF, Ca2+ fluorescence; inhibition, % at 7.15 µM; hit rate 0.12% among 340,000; AID 493244;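 active means inhibition above the mean inhibition of all tested compounds plus 3 SD, cut at about 17% in these data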;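 further: assay run at fixed EC70 calcium of 1.6 mM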
CAL PDZ FP-2 – inhibitors of human CAL PDZ peptide binding; Q9HD26; purified CAL PDZ, TMR-peptide fluorescence polarization, 1 h; inhibition, % at 20 µM; hit rate 0.02% among 330,000; AID 504414;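 active means highest replicate inhibition of at least 40%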;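 further: plate controls were DMSO neutral control wells for no effect and unlabeled competitor peptide control wells for full effect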
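Assay system – tagged CAL PDZ protein CerCALP, purified · Timing – 1 h at RT · Compound – single point, 20 µM · Measured by – fluorescence polarization from S- and P-plane intensities, G-factor corrected · Evaluation – inhibition from polarization loss · Probe or stimulus – TMR reporter peptide T*-PRC34 · Buffer or medium – pH 7.4 phosphate-saline buffer, reducing agent, detergent, IgG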
Keap1 Nrf2 FP – inhibitors of human Keap1-Nrf2 protein-protein interaction | inhibition, % at 9.4 µM | Q14145 | hit rate 0.15% among 340,000 | Keap1 Kelch-Nrf2 peptide fluorescence polarization, 1536-well; in the data active means inhibition above about 12%; inconclusive means no clear call, values can overlap the other calls; inactive means below about 7.3%;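 further: human Keap1 Kelch domain with fluorescein labeled Nrf2 9mer peptide probe; 0% = neutral control wells and 100% = peptide positive control; higher means more block of Keap1 binding to Nrf2 peptide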
LANA DNA inh – blocks KSHV LANA C-terminal domain binding to DNA. MBP-C-LANA/FAM-LBS DNA binding, fluorescence polarization. inhibition, % at 9 µM. hit rate 0.078% among 340,000. AID 504423;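 active means highest replicate inhibition at or above 60% at 9 µM, even if other replicates fall short; inactive means all replicates below 60% inhibition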;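 further: 0% = neutral control wells and 100% = 4 µM acridine orange control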
* = called active by the depositor; ? = inconclusive; nt = not tested or not shown.

SMILES	DAGLB inhibitor	cardiac RTF act	Rtt109 Vps75	SR-BI DiI-HDL act	CAL PDZ FP-1	PKA-R2B activ	RTF Ca sens inh	CAL PDZ FP-2	Keap1 Nrf2 FP	LANA DNA inh
Cc1cccc2sc(NC(=O)[C@H](C)N3C(=O)C4CC=CCC4C3=O)nc12 (some centres undefined)	-2	-3	1	-56	0	3	-1	-0.9	-2	11
COCCCNC(=O)c1ccc2nc3ccccc3c(=O)n2c1	-1	4	-31	20	nt	7	-7	-1.6	-5	-0.4
COc1cc(OC)cc(C(=O)Nc2ccc3nc4n(c(=O)c3c2)CCCC4)c1	-2	-11	3	-52	0	9	0	0.1	-3	2.8
CCOC(=O)C1=CN(Cc2cccc(F)c2)S(=O)(=O)N(C)C1c1ccccc1 (centres undefined)	-4	-4	-1	23	-4	-4	-6	0.2	-4	-1.2
CC(C)NC(=O)C(=O)N/N=C/c1ccco1	1	7	-3	19	-18	-8	-4	-5.2	-2	-1.7
O=C1CN(CC(=O)Nc2cccc(Cl)c2Cl)c2ccccc2N1	3	0	12	-4	4	-6	-5	-1.3	-3	1.6
O=C(O)c1cc2nccc(-c3ccco3)n2n1	2	-7	-89	nt	2	-4	-4	0.3	0	5.3
CCOc1cc(/C=N\NC(=O)c2ccc(C)nc2)cc([N+](=O)[O-])c1O	2	-1	10	40	nt	-2	-4	-2.2	-4	-0.9
COc1ccccc1-c1ccc(SCc2ccc([N+](=O)[O-])cc2)nn1	-5	3	6	-44	-3	0	-8	-0.4	-4	-2.0
O=C(CSc1nc2ncccc2[nH]1)NCCc1ccccc1	2	2	0	22	nt	-8	-5	0.3	-1	2.0
CCNC(=O)N(C)c1nncnc1C(=O)NC	1	2	-9	21	-2	-5	-11	-3.1	2	0.0
O=C(Cn1ccn(-c2ccc(F)c(F)c2)c(=O)c1=O)NCCc1ccccc1	-2	-4	0	-51	-5	-7	-10	-1.9	-4	-0.1
O=C(c1cc(F)ccc1F)C1CCCN(C(=O)c2ccc(F)cc2Cl)C1 (centres undefined)	-3	-2	0	14	-3	-1	-9	-0.2	4	-1.0
CCOc1ccc(C(C(=O)NCC2CCCO2)N(C(=O)c2snc(C(N)=O)c2N)c2ccc(F)cc2)cc1 (centres undefined)	-2	-1	0	8	0	3	-9	-1.0	0	-1.4
COc1ccc(CCNC(=O)CCc2nc3sc4c(c3c(=O)[nH]2)CCCC4)cc1	4	-5	-1	30	0	3	-1	-2.7	-4	-0.5
N=C1/C(=C/c2ccc(OCc3ccccc3F)cc2)C(=O)N=C2SC(CC(=O)N3CCOCC3)=NN12	-2	2	-8	16	-6	-8	-8	-3.0	-7	-0.2
CCOC(=O)C1=NN(C(C)=O)C2(CC(=O)N(c3cc(C)cc(C)c3)C2=O)C1 (centres undefined)	-1	-8	-6	-7	-1	13	-6	0.6	4	3.6
CCN1CCN(c2ccc(S(=O)(=O)N3CCCCC3)cc2NC(=O)c2cccc(F)c2)CC1	-1	-8	8	16	0	-14	-2	-2.7	1	1.3
Cc1noc(C)c1C(=O)NCCCc1ccccc1	-1	1	-3	0	nt	6	2	-1.2	1	0.4
Cc1ccc2c(CC(=O)O)coc2c1	4	0	-3	11	-2	19*	2	nt	0	-1.5
NC(=O)c1cc([N+](=O)[O-])ccc1NCc1cccc([N+](=O)[O-])c1	-3	-7	-3	-10	-1	-7	1	0.9	-5	0.3
Cc1cc([N+](=O)[O-])ccc1NCc1cccc2ccccc12	-3	-1	5	-57	-4	2	-6	0.0	0	-0.6
Cc1ccc(OCCC(=O)OCC(=O)C(C)(C)C)cc1	-3	-4	4	0	-3	-3	2	-0.9	-5	-0.8
COCCCn1c(C)csc1=Nc1cccnc1	1	3	-8	-24	-3	7	-15	0.5	-7	2.9
Cc1ccc(-c2n[nH]c(=S)n2/N=C/c2ccc(C)s2)cc1	-3	-2	1	-4	-9	6	-3	0.5	0	0.4
COc1ccc(C2CC(=O)c3cnc(NC(=O)c4cc(OC)cc(OC)c4)nc3C2)cc1 (centres undefined)	0	-3	-10	-39	-3	-6	-4	-1.4	-5	-1.8
Cc1csc(SCCN2C(=O)c3ccccc3C2=O)n1	-4	3	-4	1	1	-6	6	0.3	-4	5.5
O=C(COC(=O)/C=C/c1cccc(Cl)c1)Nc1cccc(S(=O)(=O)NC2=NCCC2)c1	-2	1	7	-10	nt	-3	4	-2.0	-1	-0.8
CC(C)(C)c1cc(C(=O)N/N=C/c2ccccn2)n[nH]1	-2	7	-1	320*	nt	-1	-6	-1.2	-1	-2.8
CCOC(=O)C(C)OC(=O)C1=C(C)NC(=O)NC1c1ccc2c(c1)OCO2 (centres undefined)	-1	1	12	3	-3	1	5	-0.1	-7	-0.9
CC(=O)N1N=C(c2cccc(NS(=O)(=O)c3ccc(C)cc3)c2)CC1c1ccco1 (centres undefined)	1	6	-4	-26	0	-6	-2	-2.8	-5	0.2
C=CCN(CC=C)S(=O)(=O)c1ccc(NC(=S)NC(=O)c2ccc(-c3ccccc3)cc2)cc1	-12	1	-10	-58	nt	-13	-5	-0.2	4	-0.9
COC(=O)[C@]1(C)N[C@H](CN(C)S(=O)(=O)c2ccc(-c3ccccc3)cc2)[C@@H]2C(=O)N(C)C(=O)[C@@H]21	-1	-1	4	27	-3	3	-1	-0.5	-5	-0.7
Cc1nnc(N2CCCC(C(=O)Nc3cc(F)ccc3F)C2)c2nn(-c3ccccc3)c(C)c12 (centres undefined)	2	8	-1	6	-9	-11	-9	-1.3	-3	-0.2
O=C(O)COc1cccc(/C=C2/SC(=S)N(Cc3ccccc3)C2=O)c1	4	-2	6	18	0	-2	-1	-2.1	-2	7.7
COc1ccc(NC(=S)NC(=O)c2cncc(Br)c2)c(OC)c1	-2	-1	0	-24	-3	3	-9	1.3	-7	-3.0
O=C(O)/C(=C\c1ccccc1Cl)c1ccc(S(=O)(=O)N2CCCCC2)s1	7	-3	7	16	-4	2	-2	-1.9	-8	-0.7
CN1CCC(CNC(=O)Nc2ccccc2)(c2ccccc2)CC1	-1	4	-4	9	nt	-13	-9	0.8	-5	-0.6
O=C(NCc1ccc2c(c1)OCO2)C1CCN(C(=O)Nc2ccc(Cl)cc2)CC1	0	1	-2	-44	-2	7	-11	-0.4	1	-1.2
CCC(NC(=O)c1ccccc1NC(=O)c1ccccc1)C(=O)OC (centres undefined)	-2	2	nt	17	1	11	-14	-2.5	3	1.4
CCN(c1ccccc1)S(=O)(=O)c1ccc(C(=O)Nc2c(C)n(C)n(-c3ccccc3)c2=O)cc1	0	-2	15	2	nt	-8	6	0.0	-1	2.2
Cc1cc(NC(=O)C2CC2)ncc1NC(=O)C12CC3CC(CC(C3)C1)C2	-1	5	4	-2	-3	9	-3	-0.9	1	-0.9
Cc1cccc([C@@H]2[C@@H]3C(=O)N(Cc4ccccc4)C(=O)[C@@H]3[C@]3(C)C(=O)N(c4cccc(F)c4)C(=O)N23)c1	-1	-4	12	20	-3	0	5	-0.4	2	-1.4
O=C1Nc2ccc(F)cc2C12OCCO2	-3	-4	-3	19	-4	-5	-5	1.4	-2	1.6
CSc1nc2ccccc2c(=O)n1C1CCCCC1	-4	-3	-6	-6	nt	8	-21	-0.9	2	-2.7
Cn1c(=O)c2c(nc(NCCOc3ccc(C(C)(C)C)cc3)n2C)n(C)c1=O	-4	2	-9	-17	1	3	-2	-1.1	-5	-0.5
Cc1ccccc1C(=O)NC(C(N)=O)P(=O)(OC(C)C)OC(C)C (centres undefined)	-1	0	-5	14	19	6	-1	-0.4	-2	0.5
O=C(CSc1nnc(C2CC2)n1-c1ccccc1)NCCc1ccc(F)cc1	1	-2	0	0	-2	-1	0	0.4	-6	-1.4
Cc1cnc(CN(C)Cc2nc(Cc3cccc(C(F)(F)F)c3)no2)[nH]1	-2	8	-5	3	-1	-3	-6	0.4	-5	1.2
O=c1c2[nH]c3ccc(F)cc3c2ncn1CCC1=CCCCC1	-3	-1	5	nt	-9	2	-1	-2.1	-4	0.7
Cc1ccc(C(=O)NCc2ccco2)o1	2	4	-3	17	-2	5	-4	-2.3	-1	0.4
CON(c1nc(Cl)nc(N(C)C)n1)S(=O)(=O)c1ccc(C)cc1	-3	-5	-3	-6	-5	4	-1	-1.9	-2	1.8
CC1(C)Cc2ccccc2C(NNC(=O)c2ccccn2)=N1	1	2	-3	-1	-4	4	-13	0.1	-1	-0.5
CCC(C)(C)C1CCC2(CC1)NC(=O)N(CC(=O)NC(C)CCc1ccccc1)C2=O (centres undefined)	1	-16	9	-1	-4	-7	-10	-3.2	2	-1.1
C/C(O)=C/c1nc2ccccc2[nH]c1=O	2	-2	19	13	-5	7	7	-0.5	-5	-0.7
CC(=O)c1c(C(C)=O)c(C)n(NC(=O)c2cccnc2)c1C	1	-1	16	4	0	-7	-3	-1.9	-5	0.6
CCN(Cc1ccccc1)C(=O)CC1Oc2ccccc2NC1=O (centres undefined)	2	1	19	3	-1	10	0	-0.3	?	-1.1
CC(C)N(Cc1ccccc1)C(=O)c1cnc2n(c1=O)CCS2	2	5	-1	18	nt	5	-2	0.7	-4	0.4
FC(F)(F)c1ccccc1NC(=S)N/N=C1\CC2CC=CC12 (centres undefined)	-4	3	8	5	1	-11	1	-1.2	-1	-1.5
CCOC(=O)Cc1csc(NC(=O)CSc2nnnn2-c2ccc(C)cc2C)n1	-2	1	1	-8	-2	3	3	-1.5	-4	-0.7
Next section
SMILES	DAGLB inhibitor	cardiac RTF act	Rtt109 Vps75	SR-BI DiI-HDL act	CAL PDZ FP-1	PKA-R2B activ	RTF Ca sens inh	CAL PDZ FP-2	Keap1 Nrf2 FP	LANA DNA inh
COc1cc(CC(=O)Nc2ccc(N3CCOCC3)cc2)cc(OC)c1OC	1	-2	1	-1	-7	-7	-7	nt	0	-1.5
COC(=O)CCC(=O)N1CCCC(N2CCN(c3cccc(C(F)(F)F)c3)CC2)C1 (centres undefined)	-3	-5	6	-17	-4	8	-10	-0.1	0	2.8
CCS(=O)(=O)Nc1ccc(C(=O)NCCSc2ccccc2)cc1	-1	0	0	-15	-7	-5	-4	-0.7	-1	-0.7
ON=C(CCc1ccccc1)CCc1ccccc1	-21	-6	-5	23	nt	3	2	0.3	2	0.5
